Screening data as filed in PubChem BioAssay.
NPY-Y1 antag: NPY-Y1 receptor antagonists, primary screen, cell-based | Neuropeptide Y receptor type 1 (Homo sapiens), P25929 | HEK293-CNG Y1 cells, membrane potential fluorescence; NPY at EC95, then isoproterenol | inhibition, % at 3.6 µM | actives 1% (n = 200,000);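 active = inhibition above the campaign mean inhibition of all tested compounds plus 3 SD, cut at about 20% in these data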;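 note: 0% = DMSO wells given NPY plus isoproterenol and 100% = isoproterenol alone without NPY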
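Test system – HEK293 Y1/CNG channel cell line · Also added – NPY agonist 25 nM, then isoproterenol 1 µM plus Ro 20-1724 25 µM · Compound dosing – one concentration, 3.6 µM, in 0.4% DMSO · Schedule – compound incubation 1 h at room temperature, readout 45 min post-stimulation · Technique – fluorescence, membrane potential probe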
Runt-SMMHC FRET: inhibitors of RUNX1 Runt–CBFb-SMMHC binding, primary screen, biochemical, FRET, Cerulean-Runt, Venus-CBFb-SMMHC, uHTS; Runt-related transcription factor 1 (Homo sapiens) + Core-binding factor subunit beta …; Cerulean-Runt/Venus-CBFb-SMMHC FRET ratio 530/480, 1 h; inhibition, % at 20 µM; actives 0.74% (n = 220,000);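 active = mean inhibition across duplicate retests at 20 µM reaching about 50%, limit read from the data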;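 note: 0% = DMSO wells and 100% = wells with excess untagged CBFb-SMMHC; inhibitors lower the FRET ratio by blocking Runt binding to CBFb-SMMHC; some results filed as inactive read as strong as hits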
Target sequence (Q01196 whole entry, looked up): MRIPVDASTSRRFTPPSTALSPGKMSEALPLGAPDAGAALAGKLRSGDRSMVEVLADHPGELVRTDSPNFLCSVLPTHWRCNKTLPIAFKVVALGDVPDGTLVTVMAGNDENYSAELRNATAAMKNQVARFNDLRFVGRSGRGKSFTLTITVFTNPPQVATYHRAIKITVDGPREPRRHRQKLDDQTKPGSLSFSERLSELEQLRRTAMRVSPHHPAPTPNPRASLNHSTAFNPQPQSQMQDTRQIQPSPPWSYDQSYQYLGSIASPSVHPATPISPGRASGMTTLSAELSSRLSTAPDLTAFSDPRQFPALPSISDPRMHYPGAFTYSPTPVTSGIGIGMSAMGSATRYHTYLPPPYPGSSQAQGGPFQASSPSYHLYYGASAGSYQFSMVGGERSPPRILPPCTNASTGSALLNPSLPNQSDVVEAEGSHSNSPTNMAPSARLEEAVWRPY
Target sequence (Q13951 whole entry, looked up): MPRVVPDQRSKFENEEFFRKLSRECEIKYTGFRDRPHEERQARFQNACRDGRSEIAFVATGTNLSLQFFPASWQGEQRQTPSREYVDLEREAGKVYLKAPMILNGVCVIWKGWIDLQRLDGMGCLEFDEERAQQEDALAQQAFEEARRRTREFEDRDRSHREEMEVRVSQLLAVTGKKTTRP
p97 ATPase inh: inhibitors of human p97 ATPase, primary screen, biochemical; Transitional endoplasmic reticulum ATPase (Homo sapiens), P55072; recombinant p97 ATPase, Kinase-Glo ATP luminescence, 3 h; inhibition, % at 8 µM; AID 1481, 2009; actives 0.42% (n = 220,000); in the data active = inhibition above about 15%;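 note: 0% = DMSO vehicle and 100% = wells lacking enzyme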
RBBP9 inhibitor: human RBBP9 inhibitors, primary screen, biochemical, fluorescence polarization, FP-Rh probe, HTS; inhibition, % at 7.94 µM; actives 0.2% (n = 220,000); Serine hydrolase RBBP9 (Homo sapiens), O75884; recombinant RBBP9; AID 1515, 2009;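 active = inhibition above the campaign mean of all tested compounds plus 3 SD, cut at about 14% in these data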;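 note: plate controls were DMSO wells with RBBP9 for no effect and wells lacking RBBP9 protein for full effect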
Target sequence (O75884 whole entry, looked up): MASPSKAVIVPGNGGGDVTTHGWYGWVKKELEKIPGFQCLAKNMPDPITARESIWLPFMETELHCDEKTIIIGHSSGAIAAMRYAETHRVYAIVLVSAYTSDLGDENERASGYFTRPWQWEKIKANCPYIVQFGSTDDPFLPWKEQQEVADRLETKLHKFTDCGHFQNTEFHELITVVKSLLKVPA
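Material: RBBP9 protein. Amount: RBBP9 at 2.5 µM in dispensed solution, before mixing. Schedule: 30 min then 45 min, 25 °C. Medium: Tris buffer pH 8.0, NaCl, Pluronic. Measured by: fluorescence polarization. Measure: percent inhibition from mP, scaled between DMSO and no-protein wells. Replication: one well per compound.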
NPY2 pot ag: NPY-Y2 potentiators or agonists, primary screen, cell-based; cells expressing NPY-Y2, potentiator/agonist read-out; Neuropeptide Y receptor type 2 (Homo sapiens), P49146; actives 0.45% (n = 220,000); activation, % at 3.6 µM; in the data active = activation above about 27%;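 note: cells stimulated with NPY near EC25 plus isoproterenol at EC100; 0% = vehicle plus submaximal agonist and 100% = vehicle plus saturating agonist; some results beyond the cut were filed as inactive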
Runt-CBFb FRET: inhibitors of RUNX1 Runt–CBFb binding, primary screen, biochemical, FRET, Cerulean-Runt, Venus-CBFb, uHTS; inhibition, % at 20 µM; Runt-related transcription factor 1 (Homo sapiens) + Core-binding factor subunit beta …; actives 0.46% (n = 220,000); Cerulean-Runt/Venus-CBFb FRET ratio 530/480, 1 h; AID 1496, 2009;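 active = inhibition over about 50% at 20 µM in the single-dose screen, limit read from the data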;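 note: 0% = DMSO wells and 100% = excess unlabeled CBFb competitor control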
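Measured by: fluorescence energy transfer, 422 nm excitation, 530/480 nm emission; Assay system: Cerulean-Runt domain; Medium: Tris pH 7.5 buffer with BSA; Measure: loss of energy transfer signal; Controls: 5 µM unlabeled CBFb as full-inhibition high control; Incubation: protein complex preformed 1 h, compound exposure 1 h, room temperature, dark.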
Mdm2 ligase inh: MDM2-luciferase reporter signal enhancers, primary screen, MDM2 E3 ligase inhibitor project, cell-based, luminescence, 1536-well; actives 0.11% (n = 210,000); signal enhancement, % at 5 µM; E3 ubiquitin-protein ligase Mdm2 (Homo sapiens), Q00987; AID 1230, 2008; cell-based MDM2 ubiquitination luciferase reporter, 2 h; 0 = plate control, 100 = twice control, blank-subtracted;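 active = signal enhancement of 30% or more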;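 note: luminescence tracks abundance of the self-degrading MDM2-luciferase fusion protein; higher signal means inhibition of MDM2 E3 ligase activity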
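Material: Stable MDM2–luciferase fusion reporter cells | Amount: 2000 cells seeded into each well | Dosing: One concentration, 5 µM, with 0.2% DMSO | Incubation: 4 h cell settling then 2 h compound exposure, 37 °C | Measured by: Luciferase luminescence | Read-out basis: % enhancement relative to plate controls after blank subtraction | Benchmarks: Control and blank well means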
NPY-Y1 PAM-ag: NPY-Y1 receptor potentiators or agonists, primary screen, cell-based. Neuropeptide Y receptor type 1 (Homo sapiens), P25929. actives 0.37% (n = 220,000). NPY-Y1 expressing cells, potentiator/agonist activation. activation, % at 3.6 µM; in the data active = activation above about 33%, passing the limit was not always enough;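 note: cells stimulated with NPY at EC10 then isoproterenol at EC100; 0% = low agonist plus stimulus and 100% = saturating agonist plus stimulus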
Hck-Nef inh: inhibitors of Nef-activated human Hck kinase, primary screen, biochemical, Z-Lyte FRET, 384-well, Hck-YEEI; Recombinant Hck-YEEI plus Nef, Z-Lyte FRET kinase assay; inhibition, % at 20 µM; actives 0.68% (n = 220,000);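 active = Hck-Nef kinase inhibition above about 50%, limit read from the data; inactive = inhibition below that limit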;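 note: 0% = DMSO with Hck plus Nef and 100% = Hck alone without Nef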
Active calls of the source: *; · = no result given. Compounds were not picked by outcome; about 3.5% have a hit in one of these screens.

smiles	NPY-Y1 antag	Runt-SMMHC FRET	p97 ATPase inh	RBBP9 inhibitor	NPY2 pot ag	Runt-CBFb FRET	Mdm2 ligase inh	NPY-Y1 PAM-ag	Hck-Nef inh
Cc1nc2c3ccccc3nc(NNC(=O)CCC(=O)NCCC(C)C)n2n1	2	-4	1	-7	12	4	·	-39	0
COc1cc(C)c(NC(c2ccccc2)c2ccccc2)cc1OC	9	1	-1	-8	7	-2	2	-12	15
CCOC(=O)c1ccc(NC(=O)N2CCN(CCc3ccccc3)CC2)cc1	0	-4	-2	-7	4	-1	18	-14	-9
COc1ccc(N(CC(=O)NCc2ccccc2)C(=O)Cn2nnc(-c3ccccc3F)n2)cc1OC	2	3	2	4	-8	0	-3	12	25
Cc1c(C(=O)O)oc2ccc(S(=O)(=O)N(CC(C)C)CC(C)C)cc12	2	-3	2	-4	12	-3	-21	19	-8
CCN1CCN(Cc2ccc(NC(=O)c3ccc(C)c(NC(=O)c4cc(-c5ccc(Br)cc5)n[nH]4)c3)cc2C(F)(F)F)CC1	·	40	·	·	·	2	16	·	96*
Cc1cc(Cl)nc2ccc(Cc3ccc4nc(Cl)cc(C)c4c3)cc12	·	-4	0	-2	-74	-4	·	-29	29
Cc1cccc(C(=O)Nc2ccc(O)cc2)c1	-4	·	6	-8	-7	·	1	5	4
CCCN1CCCc2ccccc21	3	-2	2	5	16	0	-13	3	0
N#Cc1cccc(-n2nnnc2-c2ccc3c(c2)OCO3)c1	6	0	1	-9	-28	1	-5	-16	-18
CC1(C)Cc2c(ccc3ccccc23)C2=C(C(=O)N3CCCC3)C(=O)C(=O)N21	-6	-1	3	2	1	-9	8	10	24
Cn1nnnc1SCc1ccc(Cl)cc1	2	-1	2	-10	11	-2	-21	-11	20
O=C(C1CCN(S(=O)(=O)c2ccccc2[N+](=O)[O-])CC1)N1CCOCC1	-1	-2	2	-3	7	0	-12	10	-4
CSc1ccc(C(=O)C2CCCN(Cc3cccn3-c3cccnc3)C2)cc1 (configuration not stated)	4	2	0	-2	-12	5	-7	-4	3
CC(=O)Cn1c(N2CCC(Cc3ccccc3)CC2)nc2c1c(=O)[nH]c(=O)n2C	-4	3	6	0	13	-2	-26	1	1
Cc1cc(OCC(=O)NCCO)ccc1Cl	3	-2	1	-4	9	2	2	9	-5
CCCCNc1ccc(C(CC(N)=O)NC(=O)Cc2cccc3ccccc23)cc1[N+](=O)[O-] (configuration not stated)	·	-4	·	·	·	-6	-13	·	10
CN(c1ccccc1)S(=O)(=O)c1ccc(NC(=S)Nc2ccccc2)cc1	3	-1	4	-4	4	9	-1	-2	-1
CC1CCCCC1NC(=O)CSc1nnnn1-c1ccccc1 (configuration not stated)	9	-5	0	2	-16	-2	-10	-35	6
Cc1cc2c(NCC(C)O)ncnc2s1 (configuration not stated)	-4	·	1	-5	0	·	·	-13	7
O=[N+]([O-])c1ccc(-c2ccc(/C=N/Nc3nc(NCc4ccccc4)nc(N4CCOCC4)n3)o2)cc1	6	·	7	0	4	·	-14	2	-6
CC(=O)NC(Cc1ccccc1)C(=O)NC1CCN(C(=O)c2cnccn2)CC1 (configuration not stated)	6	2	-5	-6	-4	0	-7	4	-7
O=C(COc1ccccc1O)N1CCN(C(=O)c2ccco2)CC1	4	2	2	-6	-3	1	-18	-6	1
Cc1ccc(NC(=O)COC(=O)C2CCC(=O)N2)c([N+](=O)[O-])c1 (configuration not stated)	6	0	3	-2	20	0	-3	24	-6
O=[N+]([O-])c1ccc(O)c2ncccc12	6	-6	7	-4	-1	1	·	0	-3
O=C(Nc1ccc(Cl)cc1)c1ccc(OC2CSC2)cc1	-4	-1	-1	-11	12	3	-11	-2	26
COc1cc(N2CCCC2)c(OC)cc1/C=C(/C#N)c1cccc(Br)c1	11	-64	8	2	-1	-20	-10	8	-28
CN(CC(=O)O/N=C(\N)c1ccccn1)S(=O)(=O)c1ccccc1	-1	-1	8	9	2	-1	-15	14	1
Cc1cc(Cl)ccc1C(=O)C1CCCN(C(=O)c2cscn2)C1 (configuration not stated)	2	0	4	2	-7	0	-16	-2	-6
COc1ccccc1C(=O)Nn1c(C2CCC2)nc2ccccc2c1=O	0	1	8	-8	14	0	-6	0	3
Cc1cc(Oc2ccccc2)nc(SCC(=O)Nc2ccc(Cl)c(Cl)c2)n1	0	1	1	-26	-25	2	-13	-6	-23
CC(=O)Nc1ccc(N=Cc2ccc[nH]2)cc1	7	-3	2	-8	9	0	-6	12	-1
COCCCNC(=O)C1CCC(CNS(=O)(=O)c2ccc(Cl)cc2)CC1 (configuration not stated)	-1	-1	4	-7	-4	0	-9	14	21
COc1ccccc1N1CCN(C(=O)CSc2nnc(NC(=O)c3ccco3)s2)CC1	-5	-65	7	-10	-6	-2	-18	6	7
O=C(NCc1ccccc1)c1ccc(Br)o1	0	-1	6	-12	2	-2	·	-20	1
Cc1ccc(S(=O)(=O)CC(=O)c2ccc(C(C)(C)C)cc2)cc1	0	0	-1	-5	-6	4	-15	11	2
CCN(CC)C(=O)c1ccc2c3c(cccc13)C(=O)N(CCc1ccc(OC)c(OC)c1)C2=O	-3	2	1	-4	-9	-4	-8	-24	1
CCn1c(SCC(=O)NC(C)(C)C)nnc1-c1ccoc1C	-2	0	10	-3	11	-1	-11	-5	9
CC1CCN(c2ccc(C(=O)O)cc2NS(=O)(=O)c2ccc(Br)cc2)CC1	1	-3	-6	-8	4	-10	-11	-7	0
O=C1N2CCSC2=NC1(Nc1ccccn1)C(F)(F)F (configuration not stated)	1	1	1	-1	-9	-1	-9	-13	1
Nc1nc(COc2ccccc2C=O)nc(Nc2ccccc2)n1	·	-3	0	-14	13	-1	-8	10	22
CC(=O)C1=C(O)C(=O)N(CCc2ccccc2)C1c1ccccc1[N+](=O)[O-] (configuration not stated)	0	8	5	-3	0	3	-9	-10	3
COC(=O)c1cccc(CN2C(=O)SC(Nc3ccc(C)cc3)C2=O)c1 (configuration not stated)	·	-1	7	-6	-14	5	1	-19	6
Cc1cccc(-c2noc(CCCOc3ccc(Cl)cc3Cl)n2)c1	9	-4	-5	1	-20	0	-5	-21	3
COc1ccccc1N1CCN(C(=O)N2CCOCC2)CC1	2	8	-3	-12	-23	0	-5	-7	-2
O=c1c2ccccc2nc(COc2ccccc2)n1/N=C/c1cc([N+](=O)[O-])ccc1O	-1	8	5	-6	16	-1	-19	31	19
O=C(c1cccs1)n1nc(-c2ccccc2)nc1NCc1ccc(F)cc1	8	1	-2	-5	4	3	1	1	-13
CCOc1cc(CNCC2CCCO2)cc(Br)c1OCC(N)=O (configuration not stated)	-1	-2	2	-3	-10	0	0	7	0
CCOc1ccc(N2C(=O)C3Sc4[nH]c(=O)sc4C(/C=C/c4ccccc4)C3C2=O)cc1 (configuration not stated)	-7	-25	6	2	1	-2	-6	8	1
CC(C)CNc1nc(NC(C)(C)C)nc(Oc2ccc(=O)[nH]n2)n1	-6	0	3	-5	16	-5	-15	22	-32
C[C@H](NC(=O)[C@@H]1CCC(=O)N1Cc1ccco1)c1ccccc1	7	2	2	-5	3	0	-13	15	5
O=c1cc(-c2ccc(Br)cc2)[nH][nH]1	0	-5	7	3	13	1	-7	14	-1
O=C(COc1ccccc1C(=O)O)Nc1nc2ccc([N+](=O)[O-])cc2s1	·	-7	10	-3	28	-2	-7	29	15
COCN(C#N)c1nc(N(C)C)nc(N(C)C)n1	4	4	6	3	0	0	3	5	11
O=C(CN1CCCC1)N1CCCc2ccccc21	-1	-1	-1	-9	13	0	-7	32	19
